C2C12 statin: suppression of simvastatin myotoxicity. C2C12 myotubes + simvastatin, ATP luminescence, 48 h; scaled: DMSO 0, geranylgeraniol control 100. rescue of ATP level, % at 7.49 µM. 330,000 compounds, 0.78% hits. AID 602340;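 active = mean ATP rescue above about 67%, or every replicate alone reaching that limit, limit read from the data, passing the limit was not always enough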;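 also: myotubes were challenged with 10 µM simvastatin during compound exposure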
PglD inh: PglD (C. jejuni) enzyme inhibition | inhibition, % at 12.5 µM | 360,000 compounds, 0.098% hits | purified PglD enzyme, DTNB colorimetric CoA detection; in the data active = inhibition above about 16%, passing the limit was not always enough; also: strong numbers were not always called active
* = called active by the depositor. Some of the compounds tested; the hit share may differ from the screen's.

Preview, five compounds:
SMILES	C2C12 statin	PglD inh
O=C(COc1ccccc1)NCc1cccs1	4.3	-1.2
CCCc1cc(=O)n2[nH]c(NCc3c(F)cccc3Cl)nc2n1	-0.7	6.7
Cn1c(C(=O)N2CCCC(C(=O)O)C2)cc2sccc21 (stereo unspecified)	95.9*	-5.7
CCCOC(=O)c1ccc(Oc2c(-c3ccc(OCC)cc3O)n[nH]c2C)cc1	-7.7	4.8
Cn1c(CCNC(=O)C(C)(C)C)nc2ccccc21	14.4	-2.9

Main list (from the top)
SMILES	C2C12 statin	PglD inh
O=C(COc1ccccc1)NCc1cccs1	4.3	-1.2
CCCc1cc(=O)n2[nH]c(NCc3c(F)cccc3Cl)nc2n1	-0.7	6.7
Cn1c(C(=O)N2CCCC(C(=O)O)C2)cc2sccc21 (stereo unspecified)	95.9*	-5.7
CCCOC(=O)c1ccc(Oc2c(-c3ccc(OCC)cc3O)n[nH]c2C)cc1	-7.7	4.8
Cn1c(CCNC(=O)C(C)(C)C)nc2ccccc21	14.4	-2.9
COC(=O)C(O)(CC(=O)Nc1ccc(C)c(F)c1)C(F)(F)F (stereo unspecified)	-0.8	1.5
COc1cc(C(=O)Nc2cc(C(F)(F)F)ccc2Cl)cc(OC)c1OC	-8.8	-0.4
Cc1ccc(C(=O)OCc2ccc3c(c2)OCO3)cc1S(=O)(=O)N1CCCCC1	6.0	-1.9
C/C(CC(=O)NCc1ccco1)=N\NC(=O)Cc1ccc(Cl)cc1	7.9	6.5
O=C(Nc1ccccc1C(=O)NCc1ccco1)NC1CCCCC1	14.8	-8.6
O=C(Nc1cccc(Cl)c1)Nc1ccc2c(c1)OCO2	-6.9	2.0
O=C(COC(=O)CCc1nc2ccccc2s1)Nc1ccc(S(=O)(=O)N2CCOCC2)cc1	3.5	12.9
Cc1cc(N2CCCC(C(=O)Nc3ccc4c(c3)CCC4)C2)n2ncnc2n1 (stereo unspecified)	-27.9	3.1
Cc1ccc(-c2cn3c(=O)cc(C)[nH]c3n2)cc1	-9.4	-12.8
Cn1c(SCc2cccc(F)c2)nnc1-c1ccccn1	-3.4	-1.3
CC1=C(C)CC(C(=O)NCc2c(F)cccc2Cl)C(C(=O)O)C1 (stereo unspecified)	0.5	5.5
Fc1ccc(NCc2cccnc2)cc1	21.3	-5.8
Cc1cc(NC(=O)Cc2c(F)cccc2Cl)no1	-2.9	2.0
O=c1cc(Cl)c(-c2ccccc2)n[nH]1	12.8	-2.4
CC(=O)OCn1nnc2ccccc2c1=O	-14.6	5.7
O=c1cc(CN2CCN(c3ccc(F)cc3)CC2)nc2sccn12	3.2	-1.9
O=C(N/N=C/C(Cl)=C/c1ccccc1)c1cnccn1	6.2	6.2
CCCCNCc1cccn1-c1ccccc1	7.9	5.0
CCOc1cc(CNCc2ccncc2)cc(Br)c1OCc1ccc(F)cc1	7.7	-1.0
Cc1ccc(/C=N/NC(=O)CSc2nc3ccccc3n2C)s1	-0.1	3.4
O=C(Cc1c(O)c2ccccc2[nH]c1=O)NC1CCCCCCC1	-19.2	6.4
Cc1cc(C)c(S(=O)(=O)c2c(C)cccc2C)c(Cl)n1	10.3	13.1
Cc1cccc(C(=O)NC(=S)Nc2ccc(S(=O)(=O)N(C)c3ccccc3)cc2)c1	-3.8	1.4
CCCc1[nH]n(-c2nc3ccccc3s2)c(=O)c1C=NCCN1CCOCC1	7.0	-2.4
O=C(CN1CCN(Cc2ccccc2)C1=O)NCc1ccc(Cl)cc1	12.2	-11.4
O=C1CN(C(=O)COC(=O)C2CC(=O)N(Cc3ccco3)C2)c2ccccc2N1 (stereo unspecified)	-23.0	1.4
CC1(C)CC(N2CCN(c3ccccc3)CC2)=CC(=[N+]2CCCC2)C1	-177.2	-3.5
Cc1c(CCO)c(=O)[nH]n1C(=O)c1c(F)cccc1F	-1.5	-2.8
N#CCC(=O)N/N=C/c1ccc(Sc2nc3ccccc3s2)o1	8.4	5.1
c1ccc(-c2ccccc2-c2nc(-c3cccnc3)no2)cc1	16.4	-1.1
O=C(Cn1ccsc1=NC(=O)C(F)(F)F)c1ccccc1	-22.4	-3.9
Cc1nc(-c2ccc(S(=O)(=O)N3CCCCCC3)cc2)cs1	-16.0	-2.9
Cc1ccc2oc(=O)cc(CN3CCC(C)CC3)c2c1	-19.5	-3.6
Cc1ccc(S(=O)(=O)N2CCN(C(=O)N3CCOCC3)C2C)cc1 (stereo unspecified)	1.2	5.2
COc1cc(/C=C/C(C)=O)cc(OC)c1OC	15.7	4.6
COC(=O)C1=C(C)N(CCC2=CCCCC2)C(=O)C1	-11.4	-0.9
O=C(CSc1nnc(-c2ccco2)n1Cc1ccccc1)NC(=O)NCc1ccccc1	11.8	-3.5
Clc1ccc(OCc2nn3c(-c4ccccc4)nnc3s2)c(Cl)c1	-4.0	-3.6
O=C(NCC1CCCO1)c1cc2n(n1)C(C(F)(F)F)CC(c1ccc(F)cc1)N2 (stereo unspecified)	2.5	0.2
CCC(=O)Nc1nnc(SCCOC)s1	3.6	-3.0
COCCNC(=O)CN(C)S(=O)(=O)c1ccc2c(c1)OCCO2	14.4	2.7
COc1ccc(NC(=O)C(Cc2ccccc2)NC(=O)c2ccco2)cc1OC (stereo unspecified)	17.7	0.3
CCn1c(=O)c2c(nc3n2CC(C)CN3CCc2ccccc2)n(C)c1=O (stereo unspecified)	-3.7	0.7
Cc1noc(C)c1C(=O)Nc1sc(C)c(-c2ccccc2)c1C#N	-29.6	-3.9
O=C(CCNc1ccc(F)cc1)c1cccc([N+](=O)[O-])c1	-15.5	4.9
Cc1cc(N2CCCC2=O)cc(C)c1S(N)(=O)=O	-14.1	2.5
CCn1c(CSc2nncn2-c2ccc(OC)cc2)nc2cc(S(=O)(=O)N(C)C)ccc21	-0.6	-5.3
CCN(CC)S(=O)(=O)c1ccc(NC(=O)CN(c2cccc(F)c2)S(C)(=O)=O)cc1	8.9	1.6
CCOC(=O)Cc1csc(NC(=O)CSc2nnc(Cc3csc(N)n3)n2C)n1	-6.1	1.2
Cc1c(Br)cc(C(=O)N2CCCCCC2)c(C)c1C	115.2*	3.8
COc1ccc(-n2nnnc2SCC(=O)Nc2nnn(C)n2)cc1	2.1	0.6
C#CCOCCOCCOCCNc1nc(N2CCN(C(=O)C([C@@H](C)CC)n3cc(C(N)CO)nn3)CC2)nc(N2CCN(C(=O)[C@H](CCC(=O)O)n3cc(C(N)CC(C)C)nn3)CC2)n1 (stereo partly specified)	1.6	2.4
CCOC(=O)c1ccc(CNC(=O)CSc2nc(NC(=O)c3ccccc3)c3c(C)c(C)oc3n2)cc1	8.9	2.3
Cc1nc(N2CCN(C)CC2)c2sc(=S)n(C)c2n1	-1.4	-1.4
COC(=O)c1ccc2c(c1O)C(=O)c1ccccc1C2=O	1.9	0.2

Quoted from the results shown (6 entries):
SMILES	C2C12 statin	PglD inh
Cc1c(Br)cc(C(=O)N2CCCCCC2)c(C)c1C	115.2*	3.8
COc1ccc(-n2nnnc2SCC(=O)Nc2nnn(C)n2)cc1	2.1	0.6
C#CCOCCOCCOCCNc1nc(N2CCN(C(=O)C([C@@H](C)CC)n3cc(C(N)CO)nn3)CC2)nc(N2CCN(C(=O)[C@H](CCC(=O)O)n3cc(C(N)CC(C)C)nn3)CC2)n1 (stereo partly specified)	1.6	2.4
CCOC(=O)c1ccc(CNC(=O)CSc2nc(NC(=O)c3ccccc3)c3c(C)c(C)oc3n2)cc1	8.9	2.3
Cc1nc(N2CCN(C)CC2)c2sc(=S)n(C)c2n1	-1.4	-1.4
COC(=O)c1ccc2c(c1O)C(=O)c1ccccc1C2=O	1.9	0.2

Following part
SMILES	C2C12 statin	PglD inh
COc1cc(Nc2nc(SCC#N)nc3ccccc23)cc(OC)c1OC	-4.5	-1.6
CCC(C)(C)n1nnnc1C(c1ccc(OC)c(OC)c1)N1CCN(c2ccccc2)CC1 (stereo unspecified)	-31.5	4.6
O=C(COC(=O)c1cccs1)NCCN1C(=O)CSC1=O	-5.4	-0.7
CCOc1ccccc1C1C(C#N)=C(N)Nc2onc(-c3ccccc3)c21 (stereo unspecified)	-1.2	5.2
CCN(CC)S(=O)(=O)c1ccc(-c2nnc(SCC(=O)N3c4ccccc4CC3C)o2)cc1 (stereo unspecified)	4.9	2.0
CCOC(=O)C1=C(C)Nc2sc(C(=O)c3ccc(F)cc3)c(N)c2C1c1ccc(C(=O)OC)cc1 (stereo unspecified)	3.5	-5.5
N#CCCCSc1nnc(-c2ccccn2)o1	8.2	0.9
O=C(O)C1CCCCC1C(=O)Nc1cccc2ccccc12 (stereo unspecified)	8.1	-2.2
O=C(Nc1cccc(C(=O)N2CCOCC2)c1)c1ncn[nH]1	4.3	-5.9
CCCCc1cc(=O)oc2cc(C)cc(OCc3nn[nH]n3)c12	8.6	2.8
O=C(Cn1cccc1C(=O)c1ccccc1)NCCN1CCOCC1	0.7	1.0
Cc1ccc2c(c1)N=C(c1ccc(Cl)cc1)CO2	11.8	-0.5
COC(=O)NNC(=O)COc1ccc(Br)c(C)c1	4.0	-4.5
C=C(C)CSc1nc2ncccc2[nH]1	-14.8	5.6
COc1ccc(C(=O)Nc2cc(C(=O)c3ccccc3)c(C)oc2=O)cc1	16.7	0.0
Cc1cc(C)cc(NC(=O)c2ccccc2CC[N+](=O)[O-])c1	12.5	-6.2
COc1ccc(CNC(=O)COC(=O)c2cc(-c3cccs3)nc3ccccc23)cc1OC	1.7	-2.0
CN(Cc1ccccc1)c1nc2c(c(=O)[nH]c(=O)n2C)n1C	15.9	-3.6
CCOC(=O)CC(C#N)c1cn(C)c2ccccc12 (stereo unspecified)	25.4	0.4
O=C(NC(=O)N1CCN(c2cccc(Cl)c2)CC1)c1ccccc1	-23.8	-5.0
CCOc1ccc(N2C(=O)CC(SC(=NC)Nc3ccc(F)cc3)C2=O)cc1 (stereo unspecified)	5.2	-6.1
O=C(NCc1ccc(N2CCCC2=O)cc1)c1cnccn1	30.4	5.4
c1ccc(CC2CNc3ccccc3CN2)cc1 (stereo unspecified)	30.8	3.0
COc1ccc(-c2cc(C(=O)N3CCN(c4ccccc4)CC3)c3ccccc3n2)cc1OC	14.1	-2.2
COc1ccc(S(=O)(=O)n2ccc(C(C)Oc3ccc(-c4ccccc4)c(F)c3)n2)cc1 (stereo unspecified)	-12.9	0.7
Cc1cc(S(=O)(=O)Nc2cccnc2)c(C)s1	-22.7	-8.7
O=C(CN(C(=O)c1cc2c(s1)CCC2)C1CCCC1)NCc1cccs1	30.3	2.6
COc1ccc(NC(=O)Cc2ccc(Cl)cc2)cc1NC(=O)c1ccco1	17.5	5.7
CC(C)OC(=O)CSc1nnc(-c2cnccn2)n1-c1ccc(Cl)cc1	8.2	5.0
Cc1cccc(Oc2cnn(C(C)(C)C)c(=O)c2Cl)c1	-20.5	6.5
N#CCCN/N=C(\Cc1nc2ccccc2[nH]1)c1ccccc1	30.6	0.6
Cn1c(NCc2ccccc2)nc2c1c(=O)n(Cc1ccc(Br)cc1)c(=O)n2C	22.6	-2.7
O=C(CN1C(=O)CSC1=O)c1ccccc1	-5.0	-0.6
CCC1Oc2ccc(C)cc2N(CC(=O)N(Cc2ccncc2)Cc2ccco2)C1=O (stereo unspecified)	-7.0	2.0
CCCNC(=O)c1ccccc1NC(=O)c1ccccc1N(C)S(=O)(=O)c1ccc(C)cc1	19.5	-5.3
Cc1ccc(C(c2nnnn2CC2CCCO2)N2CCN(C(=O)c3ccco3)CC2)cc1 (stereo unspecified)	-4.6	6.7

Compound profiles, from the list above. Order of screens: C2C12 statin	PglD inh
`COc1ccc(NC(=O)Cc2ccc(Cl)cc2)cc1NC(=O)c1ccco1` as listed: 17.5	5.7
`CCC1Oc2ccc(C)cc2N(CC(=O)N(Cc2ccncc2)Cc2ccco2)C1=O` (stereo unspecified) as listed: -7.0	2.0

Next structures follow:
SMILES	C2C12 statin	PglD inh
CCC(=O)Nc1ccc(-c2nnc(SCC(=O)N3CCCCC3)n2C)cc1	-2.5	-0.8
COc1cc(C2N(c3ccccn3)C(=O)C3CCCN32)cc(OC)c1OC (stereo unspecified)	5.5	-2.7
CCn1nnc2sc3c(c2c1=O)CCC(C)C3 (stereo unspecified)	-1.1	-3.8
CSCC[C@H](NC(=O)NCc1ccc(F)cc1)C(=O)O	2.3	-3.3
CC1=C(/C=C/C(=O)O)C(C)(C)CCC1	2.6	1.0
CCOC(=O)N1CCC(NC(=O)c2cc3c(-c4cccc(OC)c4)nn(C)c3s2)CC1	-22.8	8.5
c1cncc(-c2noc(-c3ccco3)n2)c1	-14.0	3.2

Shown as labelled records: entries from further up.
SMILES: COc1cc(C2N(c3ccccn3)C(=O)C3CCCN32)cc(OC)c1OC (stereo unspecified)
  C2C12 statin: 5.5; PglD inh: -2.7
SMILES: CCn1nnc2sc3c(c2c1=O)CCC(C)C3 (stereo unspecified)
  C2C12 statin: -1.1; PglD inh: -3.8
SMILES: CSCC[C@H](NC(=O)NCc1ccc(F)cc1)C(=O)O
  C2C12 statin: 2.3; PglD inh: -3.3
SMILES: CC1=C(/C=C/C(=O)O)C(C)(C)CCC1
  C2C12 statin: 2.6; PglD inh: 1.0

Screening data: PubChem, Broad Institute
